# HCV inh – HCV inhibition; Huh7.5.1 HCVcc-Cre infection, luciferase reporter, 44 h; Potency, µM (series often up to 41.8 µM), for inactives: at the highest dose activity change, negative = inhibition, actives largely listed as inhibitors; 3.4% of 340,000 active; AID 651820; also: potency is read from the fitted curve at half-maximal effect
#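 Seed cells (1,000/well) for 4 h; treat with compound and infect with HCVcc-Cre, moi about 0.5. Incubate 44 h, then detect luciferase activity.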
# AMA1 RON2 block – AMA1-RON2 (P. falciparum) interaction inhibition; AlphaScreen AMA1-biotinylated RON2 peptide binding; Potency, µM (titrated, usually from 58.2 µM), without a hit: top-dose activity change, negative = inhibition, usual class: inhibitors; 0.2% of 360,000 active; AID 720542;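 also: potency is read from the fitted curve at half-maximal effect; 0% = vehicle wells and -100% = peptide control; nearly all actives have a fitted effect of over 45% in size; some results filed as inactive show a strong effect at the top dose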
#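 AMA1 (3D7) with his tag at 25 nM final met compounds first, then biotinylated RON2 peptide at 25 nM; detection used donor plus acceptor beads, 10 µg/mL apiece, read by AlphaScreen after 30 min at room temperature.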
# TbPYK inhibitor – T. brucei pyruvate kinase inhibition. TbPYK enzyme, Kinase-Glo Plus ATP luminescence, 45 min. AID 624173. 0.12% of 410,000 active. Q57TT1. Potency, µM (highest dose often 76.8 µM), for inactives: at the highest dose activity, negative = inhibition, most hits filed as inhibitors; also: potency is read from the fitted curve at half-maximal effect; nearly all actives have a fitted effect of over 50% in size
#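 Luminescence from Kinase-Glo Plus, added after a 45-minute room-temperature reaction, served as the end-point read-out. The enzyme and substrate were preincubated with compound before ADP (130 uM final) initiated turnover. Concentration-effect curves came from normalized qHTS data.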
# LmPK inhibitor – blocks Leishmania mexicana pyruvate kinase activity; 0.37% of 290,000 active; purified LmPK, Kinase-Glo ATP luminescence, 1 h; Potency, µM (titrated, usually from 57.5 µM), for inactives: at the highest dose activity change, negative = inhibition, actives largely listed as inhibitors; also: potency is read from the fitted curve at half-maximal effect
# Target sequence (Q27686 whole entry, looked up): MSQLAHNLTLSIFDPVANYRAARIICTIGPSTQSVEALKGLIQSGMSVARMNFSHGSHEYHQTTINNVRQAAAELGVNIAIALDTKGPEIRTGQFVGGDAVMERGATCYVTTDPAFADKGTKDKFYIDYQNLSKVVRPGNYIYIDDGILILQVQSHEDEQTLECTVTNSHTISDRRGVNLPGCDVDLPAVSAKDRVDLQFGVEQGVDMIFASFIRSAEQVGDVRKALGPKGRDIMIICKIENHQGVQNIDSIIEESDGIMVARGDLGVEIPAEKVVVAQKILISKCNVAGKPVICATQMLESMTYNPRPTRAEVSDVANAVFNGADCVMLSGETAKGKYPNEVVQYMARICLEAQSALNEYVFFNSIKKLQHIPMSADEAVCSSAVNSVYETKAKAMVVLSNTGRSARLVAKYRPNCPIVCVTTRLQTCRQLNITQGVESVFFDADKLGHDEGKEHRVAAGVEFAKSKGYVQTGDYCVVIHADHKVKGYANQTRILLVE
#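 0.1 nM LmPK, 0.5 mM PEP, 0.1 mM ADP; 50 mM imidazole pH 7.2, 7 mM MgCl2, 50 mM KCl; 1 h RT. Kinase-Glo luminescence readout, normalized to no-enzyme (full inhibition) and uninhibited wells.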
# HCMV inh – blocks human cytomegalovirus replication; HFF cells, HCMV-luciferase reporter, 72 h; active compounds read low; activity change, negative = inhibition, % at 57.5 µM; 4.5% of 410,000 active; AID 1259415; in the data active = activity change below about -60%; inconclusive = no clear call, values can overlap the other calls; inactive = above about -39%
#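 Compounds were evaluated in HFFs infected with an HCMV luciferase reporter virus (MOI 1 PFU/cell). Luciferase in lysates collected 72 h post infection served as the replication measure.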
# AmpC inh detg – AmpC beta-lactamase inhibition with detergent present; P00811; AmpC hydrolysis of nitrocefin, absorbance 480 nm, 0.01% Triton; Potency, µM (top dose mostly 114 µM), for the others: at the top dose activity change, negative = inhibition, actives largely listed as inhibitors; 0.041% of 370,000 active; AID 485294;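 also: potency is read from the fitted curve at half-maximal effect; 0% = no-compound wells and -100% = no-enzyme wells; nearly all actives have a fitted effect of over 25% in size; some results filed as inactive show a strong effect at the top dose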
# Target sequence (P00811 whole entry, looked up): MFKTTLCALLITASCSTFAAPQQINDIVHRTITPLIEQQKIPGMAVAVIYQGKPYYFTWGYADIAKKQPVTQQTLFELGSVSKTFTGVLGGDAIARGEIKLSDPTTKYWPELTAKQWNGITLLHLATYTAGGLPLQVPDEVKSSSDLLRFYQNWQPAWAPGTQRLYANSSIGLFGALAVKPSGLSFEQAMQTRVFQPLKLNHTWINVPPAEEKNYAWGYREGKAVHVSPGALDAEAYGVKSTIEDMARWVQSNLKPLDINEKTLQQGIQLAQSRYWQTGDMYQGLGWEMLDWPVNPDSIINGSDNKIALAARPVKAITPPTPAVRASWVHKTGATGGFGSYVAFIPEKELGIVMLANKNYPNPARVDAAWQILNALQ
#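 AmpC (5.3 nM in the dispensed reagent) in 20 mM phosphate pH 7.0 with 0.01% (detergent screen) or 0.0001% Triton X-100 was preincubated with compounds for 15 min at room temperature. Nitrocefin was then added from an 800 uM solution, and hydrolysis was followed at 480 nm.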
# AmpC no deterg – AmpC beta-lactamase inhibition without detergent | P00811 | AmpC nitrocefin hydrolysis, absorbance 480 nm, 0.0001% Triton | Potency, µM (titrated, usually from 57.1 µM), for inactives: at the top dose activity change, negative = inhibition, hits mostly inhibitors | 0.52% of 330,000 active | AID 485341;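 also: potency is read from the fitted curve at half-maximal effect; plate controls were no compound for no effect and no enzyme for full effect; nearly all actives have a fitted effect of over 20% in size; some results filed as inactive show a strong effect at the top dose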
#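 AmpC (5.3 nM in the dispensed reagent) in 20 mM phosphate pH 7.0 with 0.01% (detergent screen) or 0.0001% Triton X-100 was preincubated with compounds for 15 min at room temperature. Nitrocefin was then added from an 800 uM solution, and hydrolysis was followed at 480 nm.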
# Starred values were filed as active, the others as inactive; ? = inconclusive; / = no result given; & = joins results of further samples; [ ] = remark or other dose. Unless noted, calls follow the shape of the dose curve; as a rule, active = well fitted curve in the direction sought with a large enough effect; inconclusive = small, poorly fitted or top-dose-only effect, or another doubt; inactive = no such curve, though single readings can be large; an effect the other way counts as inactive or inconclusive. Unless noted, % is scaled to controls: 0 for no effect and ±100 for the full control effect.
no.	canonical_smiles	HCV inh	AMA1 RON2 block	TbPYK inhibitor	LmPK inhibitor
1	O=C(OCc1ccccc1)N(CCF)c1cn(Cc2ccccc2)c(=O)n(Cc2ccccc2)c1=O	-8%	10%	1%	/
2	O=C(Nc1ccc2nc(-c3ccc(Br)o3)[nH]c2c1)c1cccs1	?	-17%	-23%	-2%
3	Cc1c(-n2c(SC(C)C(=O)NC(N)=O)nc3ccccc3c2=O)c(=O)n(-c2ccccc2)n1C (stereo unspecified)	11%	7%	-3%	-2%
4	COc1ccc(/C=C/C(=O)OCC(=O)Nc2cccc(C(C)=O)c2)cc1	-7%	13%	-3%	0%
5	CCn1c(CSc2nc3ccccc3s2)nnc1SCC(=O)NCC(=O)OC	10%	1%	-14%	-3%
6	Cc1ccc(-n2c(N)c(C(N)=O)sc2=S)cc1	14%	0%	?	-3%
7	COc1cccc(N2CCN(C(=O)c3cnc4c(C)cccn4c3=O)CC2)c1	/	/	2%	/
8	CCNc1nc2nc3ccc(C)cn3c(=O)c2cc1C(=O)NCC1CCCO1 (stereo unspecified)	10%	?	-1%	3%

no.	HCMV inh	AmpC inh detg	AmpC no deterg
1	?	/	/
2	-10	-11%	-31%
3	-23	5%	-23%
4	-31	?	-14%
5	-30	4%	-2%
6	22	-15%	0%
7	19	0%	/
8	26	1%	-13%

# Arranged by number of heavy atoms (ascending): part of the list above.
no.	canonical_smiles	HCV inh	AMA1 RON2 block	TbPYK inhibitor	LmPK inhibitor
6	Cc1ccc(-n2c(N)c(C(N)=O)sc2=S)cc1	14%	0%	?	-3%
4	COc1ccc(/C=C/C(=O)OCC(=O)Nc2cccc(C(C)=O)c2)cc1	-7%	13%	-3%	0%
7	COc1cccc(N2CCN(C(=O)c3cnc4c(C)cccn4c3=O)CC2)c1	/	/	2%	/

no.	HCMV inh	AmpC inh detg	AmpC no deterg
6	22	-15%	0%
4	-31	?	-14%
7	19	0%	/

# Next section.
no.	canonical_smiles	HCV inh	AMA1 RON2 block	TbPYK inhibitor	LmPK inhibitor
9	CC1CCN(C(=O)CCC(=O)Nc2nnc(C(F)(F)F)s2)CC1	6%	13%	0%	-2%
10	COc1ccc(C(=O)NCc2nnc(SCC(=O)NCc3ccco3)o2)cc1OC	13%	0%	0%	-4%
11	CC(=O)c1ccc(Nc2nc(-c3cccnc3)cs2)cc1	19%	0%	1%	1%
12	COc1ccc(CNCCC(c2ccccc2)c2ccc3c(c2)OCO3)cc1 (stereo unspecified)	10µM*	1%	-2%&1%	0%
13	Cc1ccc(S(=O)(=O)Nc2cc(C(F)(F)F)ccc2N2CCOCC2)cc1	0%	0%	12%	0%
14	Cc1ccc(S(=O)(=O)CCC(=O)N2CCN(c3nc4c(C)c(Cl)ccc4s3)CC2)cc1	/	/	2%	/
15	CCN(CC)C(=O)Oc1ccc(OC(=O)N(CC)CC)cc1	12%	0%	-21%	2%
16	Cc1ccc(-n2ncc3c(=O)n(CC(=O)NCC4CCCO4)cnc32)cc1 (stereo unspecified)	-3%	1%	-5%	-2%

no.	HCMV inh	AmpC inh detg	AmpC no deterg
9	/	-11%	13%
10	26	2%	-4%
11	181	2%	-5%
12	-18&-16	1%&-26%	10%
13	-25	-8%	53%
14	-1	-8%	/
15	-11	-9%	102%
16	28	-8%	-1%

# Reformatted: 2 of the compounds above
no.	mol	HCV inh	AMA1 RON2 block	TbPYK inhibitor	LmPK inhibitor	HCMV inh	AmpC inh detg	AmpC no deterg
10	COc1ccc(C(=O)NCc2nnc(SCC(=O)NCc3ccco3)o2)cc1OC	13%	0%	0%	-4%	26	2%	-4%
11	CC(=O)c1ccc(Nc2nc(-c3cccnc3)cs2)cc1	19%	0%	1%	1%	181	2%	-5%

# The results go on:
no.	canonical_smiles	HCV inh	AMA1 RON2 block	TbPYK inhibitor	LmPK inhibitor
17	C#CCn1c(O)c(N=NC(=O)CNC(=O)c2cccnc2)c2ccccc21	6%	-25%	-16%	-1%
18	CCN(CC)S(=O)(=O)c1ccc(NN)nc1	3%	48%[activator]	-8%	7%
19	CCN(CC)C(=O)C1CCCN(Cc2ccc(OC)c(C)c2C)C1 (stereo unspecified)	?	-8%	-12%	-6%
20	CNCc1ccccc1OCc1ccccc1F	-8%	0%	2%	1%
21	CCOC(=O)N1CCC(N2C(=O)c3cc(C(=O)NC4CCCCC4)ccc3C2O)CC1 (stereo unspecified)	-11%	-9%	-6%	5%
22	Cc1cc(C)c(S(=O)(=O)c2ccccc2)c(OC(=O)c2c(Cl)cc(Cl)cc2Cl)n1	?	-7%	-3%	-3%
23	CN(Cc1nc(-c2ccncc2)no1)S(=O)(=O)c1ccc(Br)cc1	?	0%	-3%	-3%
24	Cc1cccc(NC(=O)c2sc3ncnc(N(C)C4CCCCC4)c3c2C)c1C	/	/	1%	/

no.	HCMV inh	AmpC inh detg	AmpC no deterg
17	-23	-1%	-5%
18	-17	-10%	-36%
19	7	?	-1%
20	4	-3%	-14%
21	-23	4%	18%
22	4	-2%	79%[activator]
23	-29	-7%	?
24	18	11%	/

# The list goes on.
no.	canonical_smiles	HCV inh	AMA1 RON2 block	TbPYK inhibitor	LmPK inhibitor
25	O=[N+]([O-])c1ccc(NCCNS(=O)(=O)c2ccccc2)cc1	4%	-19%	2%	-5%
26	CC1CCCC(NC(=O)c2cccc(S(=O)(=O)NCc3ccccc3)c2)C1C (stereo unspecified)	?	-1%	5%	/
27	Cc1sc2ncn(CC(=O)Nc3ccc(F)cc3Cl)c(=O)c2c1S(=O)(=O)N1CCN(c2ncccn2)CC1	/	/	-4%	/
28	COc1ccc(S(=O)(=O)Nc2ccc(S(=O)(=O)N3CCCC3)cc2)cc1	?	5%	1%	15%
29	Cc1ccc(S(=O)(=O)CC(=O)N2CC(C)OC(C)C2)cc1 (stereo unspecified)	14%	-7%	1%	-10%
30	NC(=O)NC(CC(=O)NCCc1ccc(S(N)(=O)=O)cc1)c1ccc(Cl)cc1 (stereo unspecified)	9%	-16%	-14%	-8%
31	CC(c1ccccc1)C1OCC(C[N+]2(C)CCCCC2)O1 (stereo unspecified)	22%	-4%	-5%	0%
32	CC(C)(C)C1CCc2nc(NC(=O)COc3ccccc3[N+](=O)[O-])sc2C1 (stereo unspecified)	/	/	2%	/

no.	HCMV inh	AmpC inh detg	AmpC no deterg
25	-17	2%	-22%
26	?	1%	-6%
27	8	18%	/
28	43	?	-37%
29	0	-13%	-13%
30	-38	3%	-12%
31	-34	0%	-12%
32	-91*	3%	/

# Remaining list, next part:
no.	canonical_smiles	HCV inh	AMA1 RON2 block	TbPYK inhibitor	LmPK inhibitor
33	O=C(Nc1nc(-c2ccc(-c3ccccc3)cc2)cs1)c1cnccn1	-17%	40%[activator]	-14%	-3%
34	C/C(CC1CC(COCCC(C)C)OC1=O)=N\NC(N)=S (stereo unspecified)	/	59%[activator]	-14%	2%
35	Cc1cccc(CC2CC(=O)N(C3CCCCC3)C2=O)c1 (stereo unspecified)	22%	-18%	5%	-2%
36	C/C(Cn1nnc2ccccc21)=N/OC(=O)c1c(F)cccc1F	11%	7%	2%	-5%
37	O=C(NCCc1ccccc1)c1ccc2nc(CCc3ccccc3)oc2c1	/	/	-2%	/
38	CCc1nc2c(OCC(=O)C(C)(C)C)cccn2c1N(C)C(=O)c1ccccc1F	/	0%	-5%	/
39	O=C(COC(=O)c1nc(Cl)ccc1Cl)c1ccc[nH]1	-1%	-25%	1%	/
40	O=C(NCc1ccccc1)c1n[nH]nc1-c1ccccc1O	33%[activator]	35%[activator]	-5%	-7%

no.	HCMV inh	AmpC inh detg	AmpC no deterg
33	?	?	-6%
34	-4	-4%	-1%
35	-11	?	6%
36	-11	-8%	-23%
37	65	5%	/
38	-27	/	/
39	-28	2%	-7%
40	72	-18%	-17%

# (further entries)
no.	canonical_smiles	HCV inh	AMA1 RON2 block	TbPYK inhibitor	LmPK inhibitor
41	Cn1c(=O)c(C(=O)NNC(=O)c2ccccc2Cl)c(O)c2ccccc21	0%	77%[activator]	-22%	-1%
42	COc1ccc(C(=O)N2CCCC(Nc3ccc(F)c(F)c3)C2)c(OC)n1 (stereo unspecified)	?	-5%	2%	-3%
43	CC1CN=C(Nc2ccc(F)cc2)S1 (stereo unspecified)	5%	-4%	-7%	1%
44	COC(=O)C1=C(C)NC(C)=C(C(=O)OC)C1C(=O)OC1CCCCC1=O (stereo unspecified)	10%&0%	-15%&-10%	-3%&1%	2%
45	CCCC12CN3CC(C)(CN(C1)C3c1ccc3c(c1)OCO3)C2=O (stereo unspecified)	9%	-1%	-1%	-9%
46	O=C(Nc1nnc(S(=O)(=O)N2CCOCC2)s1)c1ccccc1Br	20%	4%	-11%	-1%
47	COC1=C(Nc2ccccc2)C(=O)c2ccccc2C1=O	?	10µM*	6%	-15%
48	CC1=C(C(=O)N2CCCCCC2)CC(CC(=O)NC2CCCCC2)C(=O)N1CCC1=CCCCC1 (stereo unspecified)	/	-1%	2%	/
49	O=[N+]([O-])c1ccccc1-c1cc(-c2ccccc2O)n[nH]1	0%	53%[activator]	-9%	-1%
50	C=CCN1C(=O)C(CC(=O)Nc2ccccc2F)S/C1=N\c1nccs1 (stereo unspecified)	?	-4%	-5%	7%
51	O=c1cc(-c2ccccc2)nc2nc(COc3ccccc3)[nH]n12	?	-5%	6%	-6%

no.	HCMV inh	AmpC inh detg	AmpC no deterg
41	?	3%	-16%
42	26	-12%	36%
43	?	?	-17%[11.4 µM]
44	19&39	?	-11%
45	-8	-6%	2%
46	4	-12%	-23%
47	40	0%	-29%
48	2	/	/
49	10	?	-10%
50	-33	0%	-21%
51	-13	1%	-8%

# Quoted at random: 3 entries already listed, in no set order.
no.	canonical_smiles	HCV inh	AMA1 RON2 block	TbPYK inhibitor	LmPK inhibitor
46	O=C(Nc1nnc(S(=O)(=O)N2CCOCC2)s1)c1ccccc1Br	20%	4%	-11%	-1%
48	CC1=C(C(=O)N2CCCCCC2)CC(CC(=O)NC2CCCCC2)C(=O)N1CCC1=CCCCC1 (stereo unspecified)	/	-1%	2%	/
42	COc1ccc(C(=O)N2CCCC(Nc3ccc(F)c(F)c3)C2)c(OC)n1 (stereo unspecified)	?	-5%	2%	-3%

no.	HCMV inh	AmpC inh detg	AmpC no deterg
46	4	-12%	-23%
48	2	/	/
42	26	-12%	36%

# Screening data as filed in PubChem BioAssay.
